AI-2 QS modul = modulates the Vibrio harveyi AI-2 quorum sensing system. activity change, % at 7.5 µM. 300,000 tested, 0.4% active. Vibrio harveyi JMH597 AI-2 luminescence/OD600 ratio, 9 h; stronger effect = lower value; strain lacks LuxN and CqsS sensors; 0 = neutral-control median; in the data active = activity change below about -75%, passing the limit was not always enough;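 also: luminescence divided by OD600 gain over 9 h not by final OD600 alone; inactives centre near 13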
MrgX1 antag = blocks BAM8-22 activation of human MrgX1 receptor | Q96LB2 | MRGX1-HEK293 calcium flux, Fluo-4, BAM8-22 antagonism; stronger effect = lower value | B-score at 10 µM | 310,000 tested, 1.3% active;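 active = calcium-response B-score plate-corrected more than 3 library SD below zero, starting fluorescence within 5 deviations, no agonist response on first addition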;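 also: peak minus trough fluorescence over baseline after final BAM8-22 challenge near maximal dose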
Target sequence (Q96LB2 whole entry, looked up): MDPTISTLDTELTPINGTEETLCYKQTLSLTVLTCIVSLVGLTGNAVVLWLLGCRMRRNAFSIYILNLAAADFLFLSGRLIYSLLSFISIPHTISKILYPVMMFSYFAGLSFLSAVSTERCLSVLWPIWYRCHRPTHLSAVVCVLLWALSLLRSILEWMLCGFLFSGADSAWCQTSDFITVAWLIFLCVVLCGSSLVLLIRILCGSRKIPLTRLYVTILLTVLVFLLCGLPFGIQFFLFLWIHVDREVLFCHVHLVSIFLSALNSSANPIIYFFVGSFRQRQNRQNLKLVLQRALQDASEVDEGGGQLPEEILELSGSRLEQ
TRPC6 inh = blocks the mouse TRPC6 cation channel. B-score at 10 µM. AID 2553. HEK293-TRPC6, membrane potential dye, ACh-evoked depolarization; stronger effect = lower value. 310,000 tested, 1.1% active;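 active = B-score under library mean minus 3 SD, initial fluorescence not abnormally high, positive integrated signal ratio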;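 also: B-score derived from integrated fluorescence ratio over the kinetic read; more negative B-score means stronger inhibition of depolarization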
PolyA inhibitor = yeast polyadenylation inhibition; calls only at 12 µM; S. cerevisiae SKY197-pL101 polyadenylation reporter, beta-gal luminescence; efflux-impaired pdr1/pdr3 knockout yeast; score 100 = 6 SD above DMSO; 300,000 tested, 0.02% active; AID 1875;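 active = lowest replicate activity score at least 50, where 100 means six control SD above control mean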;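 also: yeast exposed to compound for 9 h at 30 °C; higher score means more reporter readthrough which indicates perturbed polyadenylation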
TRPC4 potent = TRPC4 (mouse) allosteric potentiation | HEK293 TRPC4beta/mu-opioid, DAMGO EC20, Fluo-4 Ca2+ flux; stronger effect = higher value | Q9QUQ5 | 310,000 tested, 0.42% active | B-score at 10 µM;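 active = B-score of calcium response area above 5 SD of library B-scores, with initial fluorescence ratio within 5 SD of library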;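 also: B-score of integrated fluorescence ratio over time as area under calcium response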
TRPC4 agonist = opens the mouse TRPC4 cation channel; Q9QUQ5; HEK293 TRPC4beta/mu-opioid, Fluo4 calcium fluorescence; stronger effect = higher value; B-score at 10 µM; 310,000 tested, 0.49% active; AID 2237;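 active = B-score above 5 SD of library B-scores, and initial fluorescence ratio not above library mean plus 5 SD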;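 also: positive B-score marks a calcium rise read as TRPC4 activation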
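Technique: kinetic Fluo4 calcium fluorescence; Test system: TRPC4beta and mu-opioid receptor HEK293 stable cells; Measure: B-scored integrated calcium fluorescence ratio; Benchmarks: low control buffer alone, high control maximal DAMGO; Schedule: 45 min room-temperature Fluo4 loading, 110 s read.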
HIF activator = HIF pathway transcriptional activation. 300,000 tested, 0.32% active. activation, % at 7.5 µM (by protocol). U2OS HRE-luciferase reporter, luminescence; normalized: DMSO 0%, desferrioxamine 100%;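 active = mean activation of at least 10% of the iron chelator positive control signal, with at least half of replicates also reaching 10%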
TRPC4 block = TRPC4 (mouse) channel inhibition. Q9QUQ5. HEK293 TRPC4beta/mu-opioid, DAMGO-evoked Fluo4 calcium flux; stronger effect = lower value. B-score at 10 µM. 300,000 tested, 0.39% active;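 active = B-score over 3 SD under the library average, no early fluorescence shift, positive overall ratio signal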
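Material: HEK293 cells with stable TRPC4beta plus mu-opioid receptor expression; probe or stimulus: DAMGO in two steps, submaximal then maximal; technique: Fluo4 calcium fluorescence by kinetic imaging, 5 s 1 Hz baseline; measure: integrated fluorescence ratio relative to baseline, converted to per-well B score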
TRPC6 activator = activates the mouse TRPC6 cation channel. HEK293-TRPC6 membrane potential dye fluorescence; stronger effect = higher value. B-score at 10 µM. 310,000 tested, 0.13% active;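 active = B-score of the integrated fluorescence ratio above library mean plus 3 SD, and starting fluorescence ratio within library mean plus 5 SD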;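 also: higher score means more depolarization so channel activation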
MrgX1 agonist = agonists of human MrgX1 receptor | 310,000 tested, 0.44% active | MrgX1-HEK293 cells, Fluo-4 calcium fluorescence, agonist mode; stronger effect = higher value | B-score at 10 µM | Q96LB2;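 active = calcium response B-score plate-corrected fluorescence ratio at least 3 library SD, with starting fluorescence B-score inside 5 SD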
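Material – MrgX1-expressing HEK293 cells · Input – 15,000 cells seeded per well · Dosing – compound as first of three additions · Times – overnight seeding, then 1 h dark dye loading · Measured by – kinetic Fluo-4 NW fluorescence of intracellular calcium · Read-out – B-scored fluorescence response ratio · Benchmarks – positive and negative control wells on each plate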
MrgX1 PAM = human MrgX1 positive allosteric modulation, primary screen; 310,000 tested, 0.63% active; AID 588675; B-score at 10 µM; MrgX1-HEK293, Fluo-4 calcium flux, FDSS; stronger effect = higher value; Q96LB2;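 active = plate-corrected calcium response at least 3 library SD above typical, normal starting fluorescence, not activating the receptor alone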;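 also: compound read alongside a low EC10 to EC30 dose of BAM8-22 agonist; peak minus trough fluorescence over baseline measured at the second addition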
* marks the source's active call; other numbers are inactive results; i = inactive; / = no result given.

The first two entries, ahead of the listing:
SMILES | AI-2 QS modul | MrgX1 antag | TRPC6 inh | PolyA inhibitor | TRPC4 potent | TRPC4 agonist | HIF activator | TRPC4 block | TRPC6 activator | MrgX1 agonist | MrgX1 PAM
NCCNC(=O)Cc1cccc(NC(=O)Cc2ccc(Nc3ncnc4c3ncn4[C@@H]3O[C@H](CO)[C@@H](O)[C@H]3O)cc2)c1 | 4 | i | i | i | i | i | 0.1 | i | i | i | 8.2*
CCOC(=O)C1=C(C)N=C2SCCC(=O)N2C1c1cc(Br)ccc1OC (configuration not stated) | 4 | i | i | i | i | i | -0.2 | i | i | i | i

The list itself, from the start:
SMILES | AI-2 QS modul | MrgX1 antag | TRPC6 inh | PolyA inhibitor | TRPC4 potent | TRPC4 agonist | HIF activator | TRPC4 block | TRPC6 activator | MrgX1 agonist | MrgX1 PAM
NCCNC(=O)Cc1cccc(NC(=O)Cc2ccc(Nc3ncnc4c3ncn4[C@@H]3O[C@H](CO)[C@@H](O)[C@H]3O)cc2)c1 | 4 | i | i | i | i | i | 0.1 | i | i | i | 8.2*
CCOC(=O)C1=C(C)N=C2SCCC(=O)N2C1c1cc(Br)ccc1OC (configuration not stated) | 4 | i | i | i | i | i | -0.2 | i | i | i | i
CCOC(=O)c1c(C=O)c2ccccc2n1CC | 5 | i | i | i | i | i | -0.4 | i | i | i | i
CCN1CCc2nc(NC(=O)c3ccccc3)sc2C1 | 9 | i | i | i | i | i | -2.0 | i | i | i | i
COc1cccc(CNC(=O)CCS(=O)(=O)c2cccc3nsnc23)c1 | 34 | i | i | i | i | i | 0.2 | i | i | i | i
CSC(=Nc1ccccc1)C(C#N)c1nc2ccccc2[nH]1 (configuration not stated) | 22 | i | i | i | i | i | -0.2 | i | i | i | i
Cc1ccc(-n2[nH]c(C)c(C=NC34CN5CN(CN(C5)C3)C4)c2=O)cc1C | -5 | i | i | i | i | i | -0.2 | i | i | i | i
O=C(N1CCOCC1)N1CCC(c2nc(-c3ccc(S(=O)(=O)N4CCOCC4)cc3)no2)CC1 | 20 | i | i | i | i | i | -0.3 | i | i | i | i
CCc1ccc(OCCCC(=O)Nc2ccc(S(N)(=O)=O)cc2)cc1 | 10 | i | i | i | i | i | 0.1 | i | i | i | i
Cc1cc(C)nc(NC(=O)CSc2ccccn2)n1 | 4 | i | i | i | i | i | -0.2 | i | i | i | i
C/C(=N\NC(=O)c1cccnc1)c1cc(C)oc1C | 8 | i | i | i | i | i | 0.1 | i | i | i | i
CCOC(=O)C1CCN(c2cc3c(cc2NC(=O)c2cc(OC)ccc2Br)n(C)c(=O)n3C)CC1 | -1 | i | i | i | 12* | i | -0.2 | i | i | i | i
CC1=C(C#N)c2nc(N)c(C#N)c(C)c2/C1=C\c1ccc(OCC(=O)O)c(Cl)c1 | 19 | -5.4* | i | i | i | i | -0.3 | i | i | i | i
OCC1(CCOc2ccccc2)CCN(Cc2ccncc2)CC1 | -14 | i | i | i | i | i | 2.8 | i | i | i | i
O=S(=O)(Cc1ccc(Cl)cc1)Nc1ccc(Cl)cn1 | 2 | i | i | i | i | i | -0.1 | i | i | i | i
Cc1cc(CNC(=O)C(C)Cc2ccccc2)nn1C (configuration not stated) | 12 | i | i | i | i | i | -1.2 | i | i | i | i
O=C(Nc1cccnc1N1CCOCC1)c1cc2ccccc2oc1=O | 16 | i | i | i | i | i | -0.9 | i | i | i | i
CC(C)(C)NC(=O)NC(=O)COC(=O)C1c2ccccc2Oc2ccccc21 | 24 | i | i | i | i | i | -32 | i | i | i | i
COc1ccc(NC(=O)C(C)N2c3cccc4cccc(c34)S2(=O)=O)cc1OC (configuration not stated) | 17 | i | i | i | i | i | -0.3 | i | i | i | i
O=C(c1ccc2c(c1)OCO2)N(CC1CCCO1)C1(C(=O)NC2CCCC2)CCCCC1 (configuration not stated) | 10 | i | i | i | i | i | -0.8 | i | i | i | i
Cc1ccc(NC(=O)C2C3CCCC2C3c2ccccc2)c(C)c1 (configuration not stated) | 15 | i | i | i | i | i | -0.2 | i | i | i | i
O=C(N/N=C/c1ccc(N2CCOCC2)c([N+](=O)[O-])c1)c1ccc(F)cc1 | 30 | i | i | i | i | i | 0.6 | i | i | i | i
Cc1nn(CC(=O)NCC(C)c2ccccc2)c(=O)c2cc3occc3n12 (configuration not stated) | -4 | i | i | i | i | i | -0.1 | i | i | i | i
N#CCSc1nc2[nH]ncc2c(=O)n1-c1ccccc1Br | 3 | i | i | i | i | i | / | i | i | i | i
CC1CCN(C(NC(=O)c2ccco2)C(=O)c2ccccc2)CC1 (configuration not stated) | 23 | i | i | i | i | i | -0.2 | i | i | i | i
N#C/C(=C/c1ccc(N2CCCCCC2)o1)c1ccc(F)cc1 | 25 | i | i | i | i | i | -2.4 | i | i | i | 18*
CCN1CCN(S(=O)(=O)c2ccc(Cl)c(C(=O)NCCc3ccccc3)c2)CC1 | 16 | i | i | i | i | i | 0.3 | i | i | i | i
O=C(Cn1cnc([N+](=O)[O-])c1)NCCc1ccccc1 | / | i | i | i | i | i | -21 | i | i | i | i
Cc1ccc(C)c(NC(=S)NC(NC(=O)N(C)C)C(Cl)(Cl)Cl)c1 (configuration not stated) | 3 | i | i | i | i | i | 0.2 | i | i | i | i
Cc1c(Cl)cccc1NC(=S)NN1CCOCC1 | 45 | i | i | i | i | i | 0.1 | i | i | i | i
Clc1ccc2nc(SCc3nnc(-c4ccccc4)o3)[nH]c2c1 | -50 | i | i | i | i | i | -0.3 | i | i | i | i
CN(C)C1(CNC(=S)Nc2ccccc2C(F)(F)F)CCCCC1 | 2 | i | i | i | i | i | / | i | i | i | i
CCN(CC)CCNc1nc(-c2ccccc2)nnc1C(F)(F)F | 28 | i | i | i | i | i | -0.4 | i | i | i | i
C=CCn1c(=O)n(C(=O)OCC)c2cc(Br)ccc21 | -2 | i | i | i | i | i | -0.4 | i | i | i | i
CCC1CCCCN1C(=O)Nc1cccc(NC(=O)N2CCCCC2CC)c1 (configuration not stated) | 12 | i | i | i | i | i | -0.4 | i | i | i | i
COC(=O)Nc1ccc(S(=O)(=O)N2CCN(c3ccc(F)cc3)CC2)cc1 | 17 | i | i | i | i | i | 0.1 | i | i | i | i
Cc1ccc(C(=O)Nc2cccc(Oc3ccccc3)c2)o1 | 10 | i | i | i | i | i | 1.8 | i | i | i | i
CCc1ccccc1N=C1SCC(=O)N1C | 9 | i | i | i | i | i | -1.9 | i | i | i | i
CC(C)(C)c1ccc(C(=O)Nc2ccc(C(=O)N3CCOCC3)cc2)cc1 | 5 | i | i | i | i | i | 0.3 | i | i | i | i
Cc1ccc(-n2nc3c(c2NC(=O)CCC2CCCCC2)CS(=O)C3)cc1 (configuration not stated) | 34 | i | i | i | i | i | -0.2 | i | i | i | i
Cc1c(NC(=O)c2ccc(S(=O)(=O)N(C)c3ccccc3)cc2)c(=O)n(-c2ccccc2)n1C | 11 | i | i | i | i | i | -0.4 | i | i | i | i
Cc1noc(C)c1S(=O)(=O)N1CCN(S(=O)(=O)c2ccccc2C#N)CC1 | 19 | i | i | i | i | i | -0.3 | i | i | i | i
CCn1c(NCc2c[nH]c3ccccc23)nc2ccccc21 | 44 | i | i | i | i | i | -26 | -8* | i | i | i
O=C(Nc1cccc(F)c1)C1CCN(C(=O)c2ccc(Cl)cc2)CC1 | 14 | i | i | i | i | i | -0.2 | i | i | i | i
COc1ccc(C/C(C)=N\NC(=O)c2cn(C)c3ccccc23)cc1OC | -10 | i | i | i | i | i | 0.6 | i | i | i | i
Cc1nn(-c2ccccc2)c(Cl)c1/C=C1\SC(=S)NC1=O | 92 | -4.9* | i | i | i | i | -0.2 | i | i | i | i
COc1ccc(N(C(=O)c2ccc(Br)o2)C2C=CS(=O)(=O)C2)c(OC)c1 (configuration not stated) | 12 | i | i | i | i | i | -0.1 | i | i | i | i
O=C(N/C(=C\c1cccnc1)C(=O)N1CCOCC1)c1ccco1 | 9 | -5* | i | i | i | i | 0.3 | i | i | i | i
O=C(Oc1ccc2ccc(O)cc2c1)c1ccccc1Cl | -22 | i | i | i | i | i | 5.3 | i | i | i | i
CC(C)CCNC(=O)c1ccc2c(c1)N(Cc1ccccc1)C(=O)CS2=O (configuration not stated) | 25 | i | i | i | i | i | 0.0 | i | i | i | i
CC(C)COP(=O)(OCC(C)C)C(O)c1ccc2c(c1)OCO2 (configuration not stated) | -2 | i | i | i | i | i | -0.1 | i | i | i | i
CCc1ccnc(NC(=O)NS(=O)(=O)c2ccc(C)cc2)c1 | 24 | i | i | i | i | i | 2.3 | i | i | i | i
CC1CCCCN1C(=O)CCNS(=O)(=O)c1ccc2c(c1)c(=O)n(C)c(=O)n2C (configuration not stated) | 11 | i | i | i | i | i | 0.2 | i | i | i | i
CC(=O)c1cccc(NC(=O)N2CCCC2C(=O)Nc2ccc3c(c2)OCCO3)c1 (configuration not stated) | 4 | i | i | i | i | i | -0.1 | i | i | i | i
Cc1nc2c(-c3ccccc3)c(C)nn2c(N)c1-c1ccccc1 | -7 | i | i | i | i | i | 4.2 | i | i | i | i
CC1=C(C(=O)OCc2ccccc2)C(c2ccccn2)c2c(n(C)c(=O)n(C)c2=O)N1 (configuration not stated) | 0 | i | i | i | i | i | 0.2 | i | i | i | i
COc1ccc(NC2=CC(=S)NC(C)(C)C2)cc1 | 20 | i | i | i | i | i | 0.7 | i | i | i | i
Cc1csc(CNC(=O)C2CCC(=O)N(CCCc3ccccc3)C2)n1 (configuration not stated) | 11 | i | i | i | i | i | -0.3 | i | i | i | i
CCCCNC(=S)N(C)/N=C/c1ccc(OCc2ccc(C(=O)OC)cc2)c(OC)c1 | 13 | i | i | i | i | i | / | i | i | i | i

Compound activity deposited in PubChem by several laboratories.

Some of the compounds tested. The share of hits here may be higher or lower than overall.
